# Bioassay records deposited in PubChem by National Center for Advancing Translational Sciences (NCATS).
# TRHR agonist – activates the human TRH receptor; actives 0.18% (n = 360,000); P34981; activation, % at 2 µM; AID 493084; TRHR cells, calcium flux fluo-8, FDSS agonist mode; in the data active = activation above about 30%; also: 0% is about no effect
# Target sequence (P34981 whole entry, looked up): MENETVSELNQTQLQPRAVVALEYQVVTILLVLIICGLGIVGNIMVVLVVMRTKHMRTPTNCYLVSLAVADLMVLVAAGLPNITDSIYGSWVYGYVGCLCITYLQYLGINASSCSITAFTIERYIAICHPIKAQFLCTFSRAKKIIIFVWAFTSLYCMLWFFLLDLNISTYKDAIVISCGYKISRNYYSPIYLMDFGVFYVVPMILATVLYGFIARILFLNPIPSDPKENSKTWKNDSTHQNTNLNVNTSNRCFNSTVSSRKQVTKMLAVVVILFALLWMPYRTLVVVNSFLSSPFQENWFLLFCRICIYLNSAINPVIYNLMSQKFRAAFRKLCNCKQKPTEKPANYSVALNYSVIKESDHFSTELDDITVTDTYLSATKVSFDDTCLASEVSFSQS
#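 Steps: seed TRHR cells overnight; add fluo-8 no-wash Ca dye, RT 30 min–1.5 h; record 10 s baseline; pin-transfer compounds; monitor fluorescence 1 cycle/s for the agonist window. Calcium increases flag candidate agonists.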
# PI4K2A inh – PI4K2A (human) kinase inhibition; activity change, negative = inhibition, % at 76.9 µM; AID 1346378; Q9BTU6; actives 0.13% (n = 420,000); purified PI4K2A, ADP-Glo luminescence, 1 h; stronger effect = lower value; in the data active = activity change below about -50%; inconclusive = mostly about -30% to -49%;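 also: -100% = wells without enzyme as full effect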
# Target sequence (Q9BTU6 whole entry, looked up): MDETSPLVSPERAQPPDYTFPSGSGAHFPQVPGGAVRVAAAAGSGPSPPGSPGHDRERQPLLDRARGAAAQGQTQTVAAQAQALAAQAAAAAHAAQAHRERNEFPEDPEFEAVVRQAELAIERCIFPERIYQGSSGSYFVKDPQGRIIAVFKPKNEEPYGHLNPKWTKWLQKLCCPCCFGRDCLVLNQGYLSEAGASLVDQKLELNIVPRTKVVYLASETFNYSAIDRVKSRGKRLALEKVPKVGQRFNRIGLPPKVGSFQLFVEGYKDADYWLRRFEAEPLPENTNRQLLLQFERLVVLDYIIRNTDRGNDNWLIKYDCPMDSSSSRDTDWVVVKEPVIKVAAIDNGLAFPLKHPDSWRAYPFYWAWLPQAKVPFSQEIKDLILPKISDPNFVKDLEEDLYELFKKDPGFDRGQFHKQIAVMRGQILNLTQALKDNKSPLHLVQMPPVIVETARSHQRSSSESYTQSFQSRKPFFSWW
#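 Compounds are screened against recombinant PI4K2A using PI as substrate and ATP, the latter dispensed at 300 microM. Reactions run one hour at ambient temperature before ADP-Glo detection; full inhibition defined by wells lacking enzyme.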
# D2 agonist – activates the human D2 dopamine receptor; activation, % at 2 µM; AID 485358; P14416; actives 0.53% (n = 340,000); HEK293 T-REx D2 cells, calcium flux agonist mode;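 active = activation over 3 SD above normal in the single-dose calcium agonist read, cut at about 30% in these data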; also: 0% is about no effect
#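 Tetracycline-induced HEK293 Trex cells with D2 receptor force-coupled to calcium signaling, plated overnight at 30 C and loaded with no-wash calcium dye. Calcium flux read kinetically for 180 s after compound addition; responses flag agonists.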
# TRHR enhancer – allosterically enhances the human TRH receptor. actives 0.66% (n = 360,000). P34981. AID 493056. enhancement, % at 2 µM. TRHR cells, fluo-8 calcium fluorescence, EC20 TRH enhancement; in the data active = enhancement above about 30%; also: 0% is about no effect
#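 Enhancer read-out: after compound pinning and an initial kinetic agonist-mode read, an EC20 of TRH (10 nM final) was injected and fluo-8 calcium signal (Ex 480/Em 530) followed at 1 s/cycle for 100 cycles in TRHR-expressing cells.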
# USP1 inh – blocks the human USP1/UAF1 deubiquitinase complex; O94782; recombinant USP1/UAF1, Ub-Rhodamine cleavage fluorescence; Potency, µM (highest dose often 57.1 µM), inactives show at the top dose activity change, negative = inhibition, actives largely listed as inhibitors; actives 0.23% (n = 390,000); AID 743255; also: potency is read from the fitted curve at half-maximal effect; % is scaled to controls: 0 for no effect and ±100 for the full control effect; nearly all actives have a fitted effect of over 60% in size; inactives centre near -12
#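 Step one: compound is pinned into 1nM USP1/UAF1 in HEPES pH 7.8 buffer with TCEP. Step two: 15 min room-temperature incubation. Step three: Ub-Rho (150nM final) starts cleavage, tracked by fluorescence over six one-minute reads.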
# mIDH1 inhibitor – blocks human mutant IDH1 R132H enzyme; O75874; Potency, µM (doses to about 76.6 µM), for the others: at the highest dose activity change, negative = inhibition, hits mostly inhibitors; IDH1-R132H enzyme, NADPH consumption, diaphorase/resazurin fluorescence; AID 602179; actives 0.093% (n = 390,000); also: potency is read from the fitted curve at half-maximal effect; % is scaled to controls: 0 for no effect and ±100 for the full control effect; nearly all actives have a fitted effect of over 65% in size
#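 IDH1-R132H (0.5 ug/mL) preincubated 30 min with compound, then NADPH (0.016 mM) and alpha-KG (2 mM) added; 80 min at RT, pH 7.5. Remaining NADPH coupled via diaphorase/resazurin to fluorescence (540/590 nm); concentration-response curves normalized to no-enzyme control.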
# rTrxR1 inhibitor – rat TrxR1 inhibition | recombinant rTrxR1, NADPH fluorescence consumption, selenite substrate | Potency, µM (highest dose often 114 µM), without a hit: at the top dose activity change, negative = inhibition, usual class: inhibitors | O89049 | AID 588453 | actives 1% (n = 390,000); also: potency is read from the fitted curve at half-maximal effect; % is scaled to controls: 0 for no effect and ±100 for the full control effect; nearly all actives have a fitted effect of over 65% in size
#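 Rat TrxR1 (90 nM in the dispensed reagent) was pre-reduced with 400 uM NADPH for 5 min at room temperature, then incubated with compound for 15 min. After 400 uM selenite was added, NADPH fluorescence (Ex 340/Em 450 nm) was followed for 8 min.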
# D2 antag – D2 dopamine receptor (human) antagonism | actives 2% (n = 340,000) | HEK293 TREx D2 cells, calcium flux, dopamine EC80 | P14416 | inhibition, % at 10 µM; in the data active = inhibition above about 30%; also: 0% is about no effect
#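 Dopamine at EC80 is the agonist stimulus; test compounds precede it by 180 s. Calcium flux read kinetically in a force-coupled, inducible HEK293 T-REx D2 cell line.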
# TrxR1 substrate – rat thioredoxin reductase 1 substrate activity; purified TrxR1 substrate turnover, NADPH consumption readout; Potency, µM (titrated, usually from 114 µM), without a hit: at the top dose activity change, negative = substrate turnover; actives 0.01% (n = 390,000); also: potency is read from the fitted curve at half-maximal effect; % is scaled to controls: 0 for no effect and ±100 for the full control effect; nearly all actives have a fitted effect of over 50% in size
#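 Rat TrxR1, dispensed at 90 nM, was prereduced with 400 uM NADPH (final) for 5 min at ~22 deg C, then incubated with compound 15 min before 400 uM selenite. A first-read NADPH fluorescence drop versus no-compound background flagged substrates.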
# Active calls of the source: *; ? = inconclusive; · = no result given; & = joins results of further samples; [ ] = dose if it differs, or a comment. Unless noted, calls follow the shape of the dose curve; as a rule, active = well fitted inhibition curve with a large enough effect; inconclusive = small, poorly fitted or top-dose-only effect; inactive = no such curve, though single readings can be large or run the other way.
SMILES,TRHR agonist,PI4K2A inh,D2 agonist,TRHR enhancer,USP1 inh,mIDH1 inhibitor,rTrxR1 inhibitor,D2 antag,TrxR1 substrate
CC1CCCCN1Cc1c(O)ccc2c(=O)c(-c3ccccc3)coc12 (centres undefined),-1.9&0.2,-6&-1,-0.7,9&-5,2%&-20%,-9%&-16%,-16%[57.1 µM],-6,108%[activator][57.1 µM]
CCOC(=O)c1cc2c(=O)n3ccccc3nc2n(Cc2ccco2)c1=NC(=O)c1c(F)cccc1Cl,2.2,-21,·,0,-24%,13%,?,·,303%[activator]
COc1ccc(S(=O)(=O)N2CCC(CN3C(=O)c4cccc5cccc(c45)C3=O)CC2)cc1,0.3,0,0.9,-3,-15%,-1%,59%[activator],-17,134%[activator]
Cc1ccc(-c2cnn(-c3cccc([N+](=O)[O-])c3)c2N)cc1,·,-4,·,·,-6%,3%,-10%,·,-9%
NC(=S)N/N=C/c1coc2cc(Br)ccc2c1=O,-0.9,-2,-0.8,4,-8%,9%,26%[57.1 µM],18,7%[57.1 µM]
Cc1ccc(C(=O)Nc2nnc(S(=O)(=O)N3CCN(c4ccc(F)cc4)CC3)s2)cc1,-0.5&0.2,-6&0,-0.8&-0.2,0&-5,-2%&-6%,3%&2%,22%&-11%,16,2%&-11%
CCCCN(CCCC)CC1OCc2ccccc2CO1,-0.6,-4,1.3,3,-11%,2%,30%,-17,13%
CCn1c(SCC(=O)N/N=C/C(C)=C\c2ccco2)nnc1-c1ccccc1,-0.9,-8,0.3,-3,-19%,12%,?,-2,-1%
Cc1ccc(-n2c(-c3ccco3)nc3nc4ccccc4nc32)cc1F,0.0,-2,0.6,1,2%,2%,5%,-8,18%
O=C(C1=C[C@@H](c2csc3ccccc23)C[C@@H](OCc2ccc(CO)cc2)O1)N1CCN(Cc2ccccc2)CC1,1.0,-5,0.0,31*,?,0%,-25%,-12,2%
Clc1ccccc1-c1ccc(/C=N/n2cnnc2)o1,-0.5,3,-1.5,15,-17%,-2%,-13%,0,-5%
COc1ccc(OCC(O)CN2CC(C)OC(C)C2)cc1 (centres undefined),-0.7,1,-0.7,-4,-17%,-6%,14%,2,-7%
Cc1ccc(Cn2c(CCNC(=O)C(C)C)nc3ccccc32)cc1,0.3,1,0.1,-11,-10%,17%,13%,·,9%
CCc1cc2c(=O)c(-n3cnc4ccccc43)coc2cc1O,0.2,-7,-2.5,-4,-3%,1%,19%,-3,30%
C/C(=N/NS(=O)(=O)c1ccc(C)cc1)c1c[nH]c2ccccc12,-0.3,2,0.1,-9,-17%,4%,9%,4,3%
O=C(CNC(=O)N1CC(=O)Nc2ccccc21)NCc1ccc(Cl)cc1,-0.1,5,-0.8,-3,-19%,5%,22%,-21,2%
CCc1ccc2cccc3c2c1N=CN3C,·,-17,·,·,-15%,25%,12%[11.4 µM],·,8%[11.4 µM]
O=C(Oc1ccc2c(-c3ccccc3)cc(=O)oc2c1)C1CCCCC1,-0.5,9,-0.7,-6,1%,-1%,-1%[57.1 µM],-5,-1%[57.1 µM]
CC1=CC(C)(C)Nc2ccc(OC(=O)CN3C(=O)CCC3=O)cc21,0.3,4,0.4,-12,3%,11%,-2%,-5,18%
Cc1cc(C(=O)Nc2cc(S(C)(=O)=O)ccc2Cl)c(C)o1,·,-1,·,·,-20%,0%,6%[57.1 µM],·,6%[57.1 µM]
O=C(OCCCc1cc2ccccc2c(=O)o1)c1ccccc1C(F)(F)F,-0.4,-7,-1.6,-4,-25%,-5%,-31%,-14,0%
Cc1ccccc1CN(C)C1CCN(C)CC1,1.1,-2,1.2,2,-21%,-4%,39%[activator],5,8%
O=C(COC(=O)c1cccc(C(F)(F)F)c1)NCc1ccccc1,-0.6,-6,-0.9,1,-13%,2%,6%,-1,1%
CN(Cc1ccccc1)C(=O)C1CCCN(Cc2ccc(Cl)cc2)C1 (centres undefined),-1.1,-10,-1.9,15,-13%,4%,10%,-13,1%

# A run of entries from further up, as a working copy:
SMILES,TRHR agonist,PI4K2A inh,D2 agonist,TRHR enhancer,USP1 inh,mIDH1 inhibitor,rTrxR1 inhibitor,D2 antag,TrxR1 substrate
Clc1ccccc1-c1ccc(/C=N/n2cnnc2)o1,-0.5,3,-1.5,15,-17%,-2%,-13%,0,-5%
COc1ccc(OCC(O)CN2CC(C)OC(C)C2)cc1 (centres undefined),-0.7,1,-0.7,-4,-17%,-6%,14%,2,-7%
Cc1ccc(Cn2c(CCNC(=O)C(C)C)nc3ccccc32)cc1,0.3,1,0.1,-11,-10%,17%,13%,·,9%
CCc1cc2c(=O)c(-n3cnc4ccccc43)coc2cc1O,0.2,-7,-2.5,-4,-3%,1%,19%,-3,30%
C/C(=N/NS(=O)(=O)c1ccc(C)cc1)c1c[nH]c2ccccc12,-0.3,2,0.1,-9,-17%,4%,9%,4,3%
O=C(CNC(=O)N1CC(=O)Nc2ccccc21)NCc1ccc(Cl)cc1,-0.1,5,-0.8,-3,-19%,5%,22%,-21,2%
CCc1ccc2cccc3c2c1N=CN3C,·,-17,·,·,-15%,25%,12%[11.4 µM],·,8%[11.4 µM]
O=C(Oc1ccc2c(-c3ccccc3)cc(=O)oc2c1)C1CCCCC1,-0.5,9,-0.7,-6,1%,-1%,-1%[57.1 µM],-5,-1%[57.1 µM]
CC1=CC(C)(C)Nc2ccc(OC(=O)CN3C(=O)CCC3=O)cc21,0.3,4,0.4,-12,3%,11%,-2%,-5,18%
Cc1cc(C(=O)Nc2cc(S(C)(=O)=O)ccc2Cl)c(C)o1,·,-1,·,·,-20%,0%,6%[57.1 µM],·,6%[57.1 µM]
O=C(OCCCc1cc2ccccc2c(=O)o1)c1ccccc1C(F)(F)F,-0.4,-7,-1.6,-4,-25%,-5%,-31%,-14,0%
Cc1ccccc1CN(C)C1CCN(C)CC1,1.1,-2,1.2,2,-21%,-4%,39%[activator],5,8%
O=C(COC(=O)c1cccc(C(F)(F)F)c1)NCc1ccccc1,-0.6,-6,-0.9,1,-13%,2%,6%,-1,1%
CN(Cc1ccccc1)C(=O)C1CCCN(Cc2ccc(Cl)cc2)C1 (centres undefined),-1.1,-10,-1.9,15,-13%,4%,10%,-13,1%

# (more compounds)
SMILES,TRHR agonist,PI4K2A inh,D2 agonist,TRHR enhancer,USP1 inh,mIDH1 inhibitor,rTrxR1 inhibitor,D2 antag,TrxR1 substrate
COCCNC(=O)COc1cccc(Oc2ccccc2)c1,-1.0,-3,·,3,-8%,1%,32%,·,10%
O=C1NC2(Nc3ccccc31)C(=O)Nc1ccccc12 (centres undefined),0.2,-8,0.0,-3,-16%,-10%,11%,18,32%[activator]
COc1cc(/C=N/Nc2ccc([N+](=O)[O-])cn2)cc(OC)c1O,-0.4,2,1.0,7,-20%,10%,-4%,5,-6%
O=C(N/N=C/c1ccc[nH]1)c1sc2ccccc2c1Cl,-0.5,-3,0.1,-1,-2%,11%,10%,-8,7%
O=C(CCCSCCCC(=O)NN=Cc1ccccc1)NN=Cc1ccccc1,·,-1,·,·,-9%,-3%,8%,·,-9%
O=C(Nc1ccc(Cl)cc1)c1ccc(OC2CSC2)cc1,0.9,-2,-0.2,9,-19%,1%,11%,-9,4%
N#Cc1cccc(-c2cn(S(=O)(=O)c3ccc(Cl)cc3)nc2N)c1,0.8,7,0.3,14,-16%,4%,14%[57.1 µM],1,-2%[57.1 µM]
CCS(=O)(=O)c1ncc(N(Cc2ccco2)Cc2sccc2C)c(C(=O)Nc2ccc(C)cc2C)n1,1.9,-2,2.8,-5,?,-7%,23%,·,-4%
CCN(CC)S(=O)(=O)c1cc(NC(=O)C2CSC3(C)CCC(=O)N23)ccc1C (centres undefined),-0.2,-1,0.4,-10,-20%,15%,13%,-16,0%
Cc1ccc(NC(=O)CO/N=C(\N)c2nonc2N)cc1,0.3,0,-0.7,-4,5%,3%,8%,2,-10%
O=C(Nc1cc(Cl)ccc1Cl)P(=O)(O)c1ccccc1,·,-2,·,·,-16%,-2%,20%[57.1 µM],·,11%[57.1 µM]
COc1ccc(NC(=O)CSc2nc3ccccc3c(=O)n2CCNC(C)=O)cc1,0.9,1,-0.3,-1,-11%,6%,7%,-5,2%
COc1ccc(NC(=O)COc2ccccc2Cc2ccccc2)cc1S(=O)(=O)N1CCOCC1,-1.3,-1,-0.9,7,-8%,2%,-14%,-14,-2%
Cc1ccc(NC(=O)CCC(=O)NNC(=S)Nc2ccc(F)cc2)c(C)c1,0.3,-4,1.6,-2,-16%,0%,-5%,2,-1%
COc1ccccc1CNS(=O)(=O)c1ccc2c(c1)NC(=O)CS2,1.1,3,0.5,0,-19%,-6%,17%,7,-1%
CCC(=O)Nc1ccc(S(=O)(=O)Nc2cccc(C)c2)cc1OC,-0.3,-5,0.7,3,-10%,7%,21%[57.1 µM],-6,5%[57.1 µM]
CCc1ccc(NC(=S)N2CCC(NC(=O)c3ccccc3)CC2)cc1,-0.5,-1,-0.4,7,-21%,-3%,-1%[57.1 µM],7,-2%[57.1 µM]
O=C1c2cccnc2C(Nc2ccc(F)c(Cl)c2)N1Cc1cccs1 (centres undefined),1.5,-5,2.4,-3,-7%,-12%,11%,15,-6%
Cc1ccc(NS(=O)(=O)N2CCOCC2)cc1Cl,0.0,2,0.2,13,-16%,-9%,17%,-3,1%
COc1cccc(/C=N/Nc2nc3ccccc3[nH]2)c1O,-0.7,-5,-2.6,0,-21%,0%,41%[activator],-14,13%
